Bioassay records from PubChem BioAssay.
RTF Ca sens inh – cardiac RTF calcium desensitization | P19429+P45379 | IANBD-labeled cardiac RTF, Ca2+ fluorescence | inhibition, % at 7.15 µM | 0.12% of 340,000 active;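 active means inhibition above the mean inhibition of all tested compounds plus 3 SD, cut at about 17% in these data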;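 further: assay run at fixed EC70 calcium of 1.6 mM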
DAGLB inh – diacylglycerol lipase beta (human) inhibition. Q8NCG7. HEK293T DAGLB membrane lysate, EnzChek fluorogenic substrate. inhibition, % at 5.17 µM. 0.059% of 340,000 active; in the data active means inhibition above about 34%;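 further: 0% = enzyme with vehicle and 100% = wells lacking enzyme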
V-ATPase pH – yeast V-ATPase proton transport regulation by pHLuorin. S. cerevisiae, pHLuorin cytosolic pH fluorescence. response, % at 10 µM. 0.37% of 350,000 active; in the data active means response mostly above about 7.3%, no sharp cut-off; inactive means mostly below about 5.4%; further: actives read high; inactives centre near 0; some compounds called inactive have numbers as strong as hits
NSD2 inh – blocks human histone methyltransferase NSD2 | O96028 | 0.54% of 310,000 active | NSD2 peptide methylation, AlphaScreen, 120 min | inhibition, % at 12.5 µM | AID 743445; in the data active means inhibition above about 50%
C-LANA FP – blocks KSHV LANA C-terminal domain binding to DNA; MBP-C-LANA/FAM-LBS DNA binding, fluorescence polarization; inhibition, % at 9 µM; 0.078% of 340,000 active;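 active means highest replicate inhibition at or above 60% at 9 µM, even if other replicates fall short; inactive means all replicates below 60% inhibition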;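 further: 0% = neutral control wells and 100% = 4 µM acridine orange control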
CAL PDZ FP-1 – blocks peptide binding to human CAL PDZ domain | Q9HD26 | 0.02% of 330,000 active | purified CAL PDZ, TMR-peptide fluorescence polarization, 1 h | AID 504414 | inhibition, % at 20 µM;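 active means highest replicate inhibition of at least 40%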;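 further: plate controls were DMSO neutral control wells for no effect and unlabeled competitor peptide control wells for full effect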
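Control set: unlabelled peptide and DMSO controls / Material: purified CerCALP PDZ construct / Timing: 1 h incubation at room temperature before polarization reading / Doses: 20 µM, one dose / Detection: fluorescence polarization (mP)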
Pemphigus Ab inh – inhibitors of pemphigus antibody binding to human desmoglein-3; P32926; DSG3-coupled beads, scFv-anti-DSG3-GFP binding, flow cytometry; active compounds read low; binding (percent of control), % at 10 µM; 0.48% of 310,000 active;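 active means binding more than 3 SD below its plate's average and above zero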;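 further: hits lower antibody fragment binding to DSG3; some compounds called inactive have numbers as strong as hits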
Keap1-Nrf2 PPI – Keap1-Nrf2 (human) interaction inhibition. 0.15% of 340,000 active. Q14145. Keap1 Kelch-Nrf2 peptide fluorescence polarization, 1536-well. AID 504523. inhibition, % at 9.4 µM; in the data active means inhibition above about 12%;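 further: human Keap1 Kelch domain with fluorescein labeled Nrf2 9mer peptide probe; 0% = neutral control wells and 100% = peptide positive control; higher means more block of Keap1 binding to Nrf2 peptide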
Arr AP2 block – inhibitors of human beta-arrestin and AP2 interaction. inhibition, % at 10 µM. AID 504490. FITC-arrestin peptide / GST-AP2 beads, flow cytometry; AP2 beta2 appendage carries R879A mutation. 0.31% of 340,000 active;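 active means inhibition above a set limit, near 3 SD of compounds lacking own fluorescence, cut at about 54% in these data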;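 further: plate controls were DMSO wells for no effect and 5 µM unlabelled arrestin peptide for full effect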
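System: GST-AP2 R879A glutathione beads; medium: PBS, Tween 20 0.05%, BSA 0.1%; reagent: fluorescein-tagged arrestin peptide at 50 nM final; schedule: pre-incubation 12 min, peptide binding 1 h, room temperature; detection: flow cytometry, FL1 (488/535 nm); read-out: inhibition as reduced fluorescein signal on beads, percent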
CAL PDZ FP-2 – inhibitors of human CAL PDZ peptide binding; purified CAL PDZ, TMR-peptide fluorescence polarization, 1 h; AID 602252; Q9HD26; 0.92% of 300,000 active; inhibition, % at 24.9 µM;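 active means mean inhibition of at least 30% with at least half of replicates also reaching 30%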;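 further: 0% = DMSO neutral control and 100% = excess unlabeled competitor peptide PRC23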
The depositor's hits bear a star; . = not tested or not shown.

nr	canonical_smiles	V-ATPase pH	CAL PDZ FP-1	Arr AP2 block	NSD2 inh	DAGLB inh
1	COc1ccccc1-c1nnc(NC(=O)C2CCCN2S(=O)(=O)c2cccs2)o1 (configuration not stated)	-1	.	.	-7	-1
2	CC1(C)CC2CC(C)(CN2S(=O)(=O)c2ccc(C(=O)Nc3cccc(S(=O)(=O)N4CCOCC4)c3)cc2)C1 (configuration not stated)	1	-2.0	-8	3	-2
3	CCOC(=O)C1(CC2CCCCO2)CCN(Cc2nc3ccccc3nc2C)CC1 (configuration not stated)	1	-1.3	2	-2	.
4	CCC(C)(O)c1[nH]c2ccc(C(=O)OC)cc2c1C (configuration not stated)	-1	0.5	-7	.	1
5	COc1ccc(S(=O)(=O)NNC(=O)c2csc(-n3nc(C)cc3C(F)(F)F)n2)cc1OC	-3	-0.3	-4	2	2
6	COc1ccc2cc(OCC(=O)NNC(=O)Nc3ccc(F)cc3)ccc2c1	-3	-1.6	15	0	2
7	O=C1C=CC2(C=C1)O[C@H](Cc1ccccc1)[C@@H](Cc1ccccc1)O2	1	1.8	9	.	16
8	Cc1noc(C(=O)Nc2ccc(F)c(Cl)c2)c1Cl	1	-0.1	5	0	-2
9	CC(C)c1nc2cc(C(=O)N3CCNC(=O)C3c3ccc(F)cc3)ccc2o1 (configuration not stated)	2	-1.0	-2	-5	-3
10	CN(CC(=O)Nc1cccc(F)c1)C(=O)CNS(=O)(=O)c1ccc(N(C)C)c([N+](=O)[O-])c1	-3	0.6	22	1	1
11	CCOC(=O)Cn1c(=O)oc2cc(S(=O)(=O)N(C)c3ccc(OC)cc3)ccc21	2	-0.8	-11	.	-1
12	O=C1OCCN1C(=O)[C@H]1[C@H](c2ccc(F)cc2)C(c2cccc(Cl)c2)=NN1c1ccc(Br)cc1	-3	-0.3	-7	.	-2
13	COc1ccc(CCNC(=O)CCCOc2cc(=O)n(C)c3ccccc23)cc1OC	0	-0.8	-1	0	-1
14	Cc1ccc(NC(=O)CN(C)C(=O)C(C)OC(=O)CNC(=O)c2ccc(Cl)c([N+](=O)[O-])c2)cc1 (configuration not stated)	-1	-1.8	22	6	-1
15	COC(=O)c1sccc1NC(=O)c1ccnn1C	1	-1.2	-7	-1	-1

nr	Pemphigus Ab inh	RTF Ca sens inh	C-LANA FP	CAL PDZ FP-2	Keap1-Nrf2 PPI
1	100	.	.	.	.
2	88	-14	0.1	-2	-2
3	99	.	-0.6	5	-3
4	109	-1	-0.5	-2	-4
5	103	-2	0.5	4	-1
6	91	-7	0.3	-3	0
7	90	-11	-0.7	1	-46
8	101	1	-0.7	-5	-2
9	103	-1	-0.4	.	-4
10	102	-10	-1.6	2	1
11	89	-7	-0.2	-2	-5
12	91	-3	-0.7	2	0
13	111	-2	3.0	6	-3
14	100	0	0.0	-5	5
15	110	1	-0.5	1	-5

(next part)
nr	canonical_smiles	V-ATPase pH	CAL PDZ FP-1	Arr AP2 block	NSD2 inh	DAGLB inh
16	O=C(N/N=C/c1ccccn1)C1CC1	0	-1.2	3	-2	2
17	NC(=O)NCC(=O)N1CCN(S(=O)(=O)c2ccc(Cl)s2)CC1	-3	-1.1	7	-5	-2
18	Cc1ccn2c(-c3n[nH]c(=S)n3C)c(C)nc2c1	-3	0.1	-2	-2	0
19	COc1ccc(/C=N/n2cncn2)cc1Cn1cc([N+](=O)[O-])cn1	-3	.	-9	-2	.
20	O=C1c2ccccc2C(=O)N1/N=C/c1ccc(O)c(O)c1	0	-2.9	16	11	-2
21	Cc1ccc(S(=O)(=O)Nc2ccc(N3CCOCC3)cc2)cc1	-1	-1.8	-8	1	1
22	CCOc1ccc2nc(SCC(=O)Nc3ncccn3)[nH]c2c1	0	1.0	-7	-2	-1
23	CCCN1CCC(=NNC(=O)c2ccc(Br)o2)CC1	1	-2.5	-2	3	-5
24	CC1=C(C(=O)OCC2CCCO2)C(c2ccccc2OC(C)C)C2=C(CC(c3ccco3)CC2=O)N1 (configuration not stated)	-1	-1.6	-3	-3	-12
25	CCC[C@@H]1CCCO[C@@](C(=O)NCc2cc(C)n(C)n2)(C(F)(F)F)C1	4	-0.2	-8	.	1
26	CCN1CCN(c2nc3ccccn3c(=O)c2C=O)CC1	1	0.0	10	6	-1
27	CCCCC(=O)NC(Nc1ccc(C)cn1)(C(=O)OCC)C(F)(F)F (configuration not stated)	4	-0.9	0	-2	-3
28	COc1ccc(C2OCC3(CO2)SC(N)=NC3=O)cc1 (configuration not stated)	0	-2.4	-7	-1	1
29	COc1ccc2oc(C(=O)OCC(=O)N(C)C3CCCCC3)c(C)c2c1	-1	-0.3	-2	-3	-6
30	Cc1cc(S(=O)(=O)N(Cc2ccccc2Cl)c2ccc3c(c2)CCC3)ccc1-n1cnnn1	8	0.3	-1	0	-3

nr	Pemphigus Ab inh	RTF Ca sens inh	C-LANA FP	CAL PDZ FP-2	Keap1-Nrf2 PPI
16	97	-10	0.1	4	-7
17	86	5	-1.1	-3	-1
18	122	-1	1.1	-6	-1
19	109	.	.	.	.
20	.	3	0.5	-2	1
21	118	-3	0.6	-2	0
22	101	-15	1.1	-2	4
23	100	-1	0.4	-4	-5
24	100	0	-0.1	1	-7
25	96	-11	0.8	-2	5
26	102	-10	2.1	-4	-4
27	102	-6	0.1	1	-5
28	96	-5	2.1	0	2
29	122	-3	1.1	-3	-1
30	88	-19	0.1	-2	-3

(further entries)
nr	canonical_smiles	V-ATPase pH	CAL PDZ FP-1	Arr AP2 block	NSD2 inh	DAGLB inh
31	C=CCn1c(CCSCc2ccccc2)n[nH]c1=S	-2	-2.1	-10	6	2
32	Cn1c(Cc2nc3ccccc3n2C)nc2ccccc21	3	-1.2	8	.	0
33	COc1ccc(C=O)cc1OS(=O)(=O)c1ccc(NC(C)=O)cc1	-2	-1.3	-2	-1	-1
34	CC(NCC(O)COCc1cccs1)C1CC2CCC1C2 (configuration not stated)	-4	-3.7	1	-3	0
35	O=C(/C=C/c1cccnc1)c1ccc(NC(=O)c2cccc(Br)c2)cc1	2	-3.8	-8	5	9
36	COC(=O)c1ccc(COc2ccc(C#N)cc2)o1	-4	0.1	7	-2	-2
37	O=C(Cc1cccc(C(F)(F)F)c1)NCc1cccc(Cl)c1	3	-1.6	-13	-4	-7
38	Fc1ccc(-n2c(-c3cccs3)nc3nc4ccccc4nc32)cc1	-2	-1.7	-21	-3	-2
39	O=C(O)c1cc(-c2ccco2)nn1-c1ccc(Cl)cc1	-3	-0.8	6	60*	4
40	COc1ccc(CCNC(=O)c2cccnc2)cc1	-1	0.2	-3	0	1

nr	Pemphigus Ab inh	RTF Ca sens inh	C-LANA FP	CAL PDZ FP-2	Keap1-Nrf2 PPI
31	104	-6	-1.4	1	0
32	103	-17	-2.2	1	-1
33	109	4	0.0	-3	2
34	101	-10	-1.9	-2	-1
35	100	-6	-0.2	-3	5
36	106	0	0.8	-5	0
37	100	-4	-0.3	1	-1
38	119	14	1.3	0	0
39	101	-31	9.2	3	-1
40	103	2	-0.7	-1	-2

Sorted by formula weight (falling): part of the list above.
nr	canonical_smiles	V-ATPase pH	CAL PDZ FP-1	Arr AP2 block	NSD2 inh	DAGLB inh
30	Cc1cc(S(=O)(=O)N(Cc2ccccc2Cl)c2ccc3c(c2)CCC3)ccc1-n1cnnn1	8	0.3	-1	0	-3
35	O=C(/C=C/c1cccnc1)c1ccc(NC(=O)c2cccc(Br)c2)cc1	2	-3.8	-8	5	9
27	CCCCC(=O)NC(Nc1ccc(C)cn1)(C(=O)OCC)C(F)(F)F (configuration not stated)	4	-0.9	0	-2	-3
29	COc1ccc2oc(C(=O)OCC(=O)N(C)C3CCCCC3)c(C)c2c1	-1	-0.3	-2	-3	-6
33	COc1ccc(C=O)cc1OS(=O)(=O)c1ccc(NC(C)=O)cc1	-2	-1.3	-2	-1	-1
37	O=C(Cc1cccc(C(F)(F)F)c1)NCc1cccc(Cl)c1	3	-1.6	-13	-4	-7
28	COc1ccc(C2OCC3(CO2)SC(N)=NC3=O)cc1 (configuration not stated)	0	-2.4	-7	-1	1
31	C=CCn1c(CCSCc2ccccc2)n[nH]c1=S	-2	-2.1	-10	6	2
39	O=C(O)c1cc(-c2ccco2)nn1-c1ccc(Cl)cc1	-3	-0.8	6	60*	4
26	CCN1CCN(c2nc3ccccn3c(=O)c2C=O)CC1	1	0.0	10	6	-1
32	Cn1c(Cc2nc3ccccc3n2C)nc2ccccc21	3	-1.2	8	.	0
36	COC(=O)c1ccc(COc2ccc(C#N)cc2)o1	-4	0.1	7	-2	-2

nr	Pemphigus Ab inh	RTF Ca sens inh	C-LANA FP	CAL PDZ FP-2	Keap1-Nrf2 PPI
30	88	-19	0.1	-2	-3
35	100	-6	-0.2	-3	5
27	102	-6	0.1	1	-5
29	122	-3	1.1	-3	-1
33	109	4	0.0	-3	2
37	100	-4	-0.3	1	-1
28	96	-5	2.1	0	2
31	104	-6	-1.4	1	0
39	101	-31	9.2	3	-1
26	102	-10	2.1	-4	-4
32	103	-17	-2.2	1	-1
36	106	0	0.8	-5	0

These rows are one share of the data (hit frequency here may not be typical).
